NSD2 HMT inh: blocks human histone methyltransferase NSD2; NSD2 peptide methylation, AlphaScreen, 120 min; inhibition, % at 12.5 µM; hit rate 0.54% among 310,000; AID 743445; in the data active = inhibition above about 50%
Target sequence (O96028 whole entry, looked up): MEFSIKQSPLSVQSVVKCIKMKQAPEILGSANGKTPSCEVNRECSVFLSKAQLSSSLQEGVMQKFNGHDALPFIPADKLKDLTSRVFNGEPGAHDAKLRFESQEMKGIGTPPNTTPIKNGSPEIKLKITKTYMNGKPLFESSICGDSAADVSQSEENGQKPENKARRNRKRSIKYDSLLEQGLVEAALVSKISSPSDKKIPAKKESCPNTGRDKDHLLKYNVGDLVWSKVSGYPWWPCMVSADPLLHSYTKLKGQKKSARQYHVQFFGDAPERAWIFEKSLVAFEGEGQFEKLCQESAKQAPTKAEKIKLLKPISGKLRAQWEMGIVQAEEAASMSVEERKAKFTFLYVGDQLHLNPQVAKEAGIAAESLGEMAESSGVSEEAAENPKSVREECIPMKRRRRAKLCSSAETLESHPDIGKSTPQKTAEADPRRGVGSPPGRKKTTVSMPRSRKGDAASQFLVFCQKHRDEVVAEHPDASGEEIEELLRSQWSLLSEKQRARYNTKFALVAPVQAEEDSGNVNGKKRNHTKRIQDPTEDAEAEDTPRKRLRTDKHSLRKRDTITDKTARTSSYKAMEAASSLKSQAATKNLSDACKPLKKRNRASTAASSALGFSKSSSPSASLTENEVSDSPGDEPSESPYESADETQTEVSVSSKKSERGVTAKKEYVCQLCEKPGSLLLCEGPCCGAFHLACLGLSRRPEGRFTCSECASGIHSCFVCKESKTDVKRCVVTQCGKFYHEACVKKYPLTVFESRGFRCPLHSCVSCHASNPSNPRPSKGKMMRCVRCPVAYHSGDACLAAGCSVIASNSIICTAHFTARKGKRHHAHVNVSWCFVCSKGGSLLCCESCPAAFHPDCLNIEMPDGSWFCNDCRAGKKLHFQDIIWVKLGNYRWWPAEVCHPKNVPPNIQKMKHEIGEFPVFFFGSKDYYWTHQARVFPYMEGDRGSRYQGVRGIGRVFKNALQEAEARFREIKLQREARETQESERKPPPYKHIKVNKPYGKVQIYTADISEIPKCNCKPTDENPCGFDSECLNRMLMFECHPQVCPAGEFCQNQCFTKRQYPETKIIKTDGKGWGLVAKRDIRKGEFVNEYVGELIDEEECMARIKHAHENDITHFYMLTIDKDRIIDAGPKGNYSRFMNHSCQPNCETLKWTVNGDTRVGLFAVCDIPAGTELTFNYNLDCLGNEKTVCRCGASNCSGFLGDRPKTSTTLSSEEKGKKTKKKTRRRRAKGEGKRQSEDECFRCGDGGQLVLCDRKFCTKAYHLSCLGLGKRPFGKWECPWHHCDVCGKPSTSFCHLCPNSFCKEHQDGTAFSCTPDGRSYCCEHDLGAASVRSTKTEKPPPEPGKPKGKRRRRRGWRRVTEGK
Rtt109 HAT inh: C. albicans Rtt109 histone acetyltransferase inhibition; purified Rtt109/Vps75, ThioGlo CoA-SH fluorescence, 4 h; inhibition, % at 34.9 µM; hit rate 0.16% among 330,000; AID 540336;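 active = inhibition of at least 50% in every replicate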
SR-BI DiI inh: blocks mouse SR-BI lipid uptake from DiI-HDL | inhibition, % at 12.5 µM | ldlA[mSR-BI] CHO cells, DiI-HDL uptake fluorescence, 3 h | hit rate 0.96% among 320,000 | Q61009 | AID 488896;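 active = mean replicate inhibition of at least 70% and a set share of replicates each scoring 70 or more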;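 also: 0% = median of neutral control wells and 100% = median of positive control wells; values of inactives mirror those of a sister screen read the other way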
dFosB activator: activators of mouse delta FosB homodimer | purified delta FosB, TAMRA-CDK5 oligo fluorescence polarization; percent of positive-control signal above neutral wells | activation, % at 25 µM | hit rate 0.99% among 340,000 | P13346 | AID 493131;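 active = mean activation above about 17%, with every replicate also reaching it, limit read from the data, passing the limit was not always enough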;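 also: fluorescence polarization rise as delta FosB binds a TAMRA Cdk5 AP-1 oligo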
CAL PDZ FP-1: blocks peptide binding to human CAL PDZ domain; purified CAL PDZ, TMR-peptide fluorescence polarization, 1 h; hit rate 0.02% among 330,000; inhibition, % at 20 µM; AID 504414; Q9HD26;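 active = highest replicate inhibition of at least 40%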;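 also: plate controls were DMSO neutral control wells for no effect and unlabeled competitor peptide control wells for full effect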
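material = purified tagged CAL PDZ domain construct (CerCALP) | buffer or medium = sodium phosphate/NaCl buffer pH 7.4 with TCEP, IgG, Thesit | reagent = TMR-labelled reporter peptide T*-PRC34 bound in PDZ groove | incubation = 1 h room-temperature incubation prior to read | measured by = fluorescence polarization (mP) | evaluation = percent inhibition from loss of millipolarization | control set = unlabelled peptide and DMSO controls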
CAL PDZ FP-2: CAL PDZ (human) peptide binding inhibition; hit rate 0.92% among 300,000; Q9HD26; purified CAL PDZ, TMR-peptide fluorescence polarization, 1 h; inhibition, % at 24.9 µM; AID 602252;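 active = mean inhibition of at least 30% with at least half of replicates also reaching 30%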;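 also: 0% = DMSO neutral control and 100% = excess unlabeled competitor peptide PRC23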
PfHsp90 set2: reduces growth (ATP signal) of yeast expressing P. falciparum Hsp90. inhibition, % at 9.4 µM. hit rate 0.32% among 310,000. AID 504621. S. cerevisiae expressing PfHsp90, BacTiter-Glo ATP, 48 h; yeast lacking PDR1 and PDR3 efflux regulators;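 active = every replicate shows inhibition above about 80%, whatever the replicate mean, limit read from the data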;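 also: 0% = DMSO neutral controls and 100% = 20 µM radicicol positive controls; yeast relying on Plasmodium falciparum Hsp90 in place of its own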
MITF TRPM1 HTS: activators of MITF-driven TRPM1 promoter activity in SK-MEL-5 cells; SK-MEL-5 TRPM1-promoter luciferase, 24 h; % of positive control, neutral wells = 0; activation, % at 12.5 µM; hit rate 0.75% among 300,000; AID 588334;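 active = mean activation of at least 80% with every replicate also reaching 80%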;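 also: 0% = neutral control wells and 100% = parthenolide positive control wells; values of inactives mirror those of a sister screen read the other way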
PvdQ acylase: blocks Pseudomonas aeruginosa PvdQ acylase activity; purified PvdQ acylase, fluorescence plate reader; inhibition, % at 10 µM; hit rate 0.063% among 340,000; in the data active = inhibition above about 30%, passing the limit was not always enough;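 also: 0% = vehicle neutral wells and 100% = reference inhibitor wells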
SR-BI DiI-HDL act: enhances SR-BI lipid uptake from DiI-HDL; hit rate 0.096% among 320,000; CHO ldlA[mSR-BI] cells, DiI-HDL uptake fluorescence, 3 h; 100 = double the neutral-control signal; activation, % at 12.5 µM; AID 504775;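 active = mean replicate activation of at least 60% and every replicate at or above 60%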;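 also: 0% = median plate neutral-control signal and 100% = twice that signal; values of inactives mirror those of a sister screen read the other way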
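Material: SR-BI-overexpressing, LDLR-lacking CHO cells; schedule: compound exposure 3 h, 37 °C; reagent: DiI-labelled HDL at 10 µg/mL final; technique: bottom-read fluorescence, 550/595 nm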
* marks the source's active call; other numbers are inactive results; i = inactive; · = no result given.

entry | mol | NSD2 HMT inh | Rtt109 HAT inh | SR-BI DiI inh | dFosB activator | CAL PDZ FP-1
1 | Cc1cccc(C)c1NC(=O)CN(C)C(=O)CCC(=O)c1ccccc1 | -4 | -5 | -5 | 0 | -0.1
2 | C#CC(CC)(CC)NC(=O)NC1CCCCC1 | -2 | 2 | -25 | -2 | -2.0
3 | C/C=C(\C)C(=O)Nc1cccc(C2=NOC3(C2)C[C@@H](C(N)=O)N(C(=O)c2ccccc2C(=O)c2ccccc2)C3)c1 (some centres not stated) | · | 11 | 46 | -9 | -0.6
4 | O=S(=O)(c1cccs1)N1CCN(c2ccc(Cl)cc2)CC1 | -3 | 1 | -6 | -5 | -0.4
5 | COc1ccc(/C(O)=C2\C(=O)C(=O)N(c3cc(C)on3)C2c2ccccc2OC)cc1C (configuration not stated) | -24 | 7 | -3 | 0 | -1.4
6 | COc1cccc(CNC(=O)c2cc3ccccn3n2)c1 | · | 2 | -25 | 5 | -1.2
7 | Cc1cccc2cc(C#N)c(NCCNC(=O)NC3CCCCC3)nc12 | -11 | 1 | 12 | 3 | ·
8 | CC(C)(C)C(=O)Nc1nc(=S)ss1 | -6 | -9 | 0 | 7 | -0.4
9 | C=C1c2cc(C)c(C)cc2NC(=O)N1c1ccccc1 | 1 | -1 | -8 | -9 | -1.3
10 | CC(=O)C[C@H](O)CC(=O)[C@@H]1OC(=O)CCCCCc2ccccc21 | · | -3 | 10 | 6 | -1.4
11 | CCOc1ccc(NC(=O)CN(C)C(=O)CN2C(=O)NC3(CCCC3)C2=O)cc1OCC | 3 | -13 | -1 | -2 | -2.2
12 | COc1ccc(C(=O)N2c3ccccc3C=CC2C#N)cc1 (configuration not stated) | -2 | -7 | 43 | -5 | -1.5
13 | COC(=O)c1ccc(CNC(=O)COC(=O)CC23CC4CC(CC(Br)(C4)C2)C3)cc1 | -2 | -6 | -2 | -7 | -0.4
14 | CCOc1ccccc1OCC(=O)NCc1ccco1 | · | -9 | 10 | -6 | -0.4
15 | O=C(CSc1nnc(-c2ccncc2)n1-c1ccc(Cl)cc1)NCc1cccs1 | -3 | -2 | -31 | -7 | -2.5

entry | CAL PDZ FP-2 | PfHsp90 set2 | MITF TRPM1 HTS | PvdQ acylase | SR-BI DiI-HDL act
1 | -7 | 3 | -4 | -13 | 5
2 | -3 | 13 | -2 | 2 | 25
3 | -1 | -4 | 9 | 7 | -46
4 | -4 | 10 | 2 | -10 | 6
5 | 5 | 4 | -6 | 4 | 3
6 | · | 32 | · | -18 | 25
7 | -7 | · | · | -10 | -12
8 | -3 | · | -5 | -3 | 0
9 | 0 | 6 | -8 | -3 | 8
10 | 3 | 9 | 2 | -13 | -10
11 | 2 | 19 | -1 | 1 | 1
12 | -1 | 19 | -6 | 4 | -43
13 | -6 | 8 | 0 | 19 | 2
14 | -2 | -47 | 4 | -11 | -10
15 | 3 | -2 | 0 | 0 | 31

Additional results follow.
entry | mol | NSD2 HMT inh | Rtt109 HAT inh | SR-BI DiI inh | dFosB activator | CAL PDZ FP-1
16 | CCOc1ccccc1NC(=O)Nc1cc(C(=O)O)ccc1C | · | 4 | -8 | -2 | -0.5
17 | Cc1ccc(C(=O)N[C@H](C(=O)NC2CCCCC2)C(C)C)cc1 | -15 | -1 | 2 | 2 | 0.2
18 | Cc1ccccc1C(=O)NC1CCN(Cc2ccccc2)CC1 | -3 | 13 | -15 | 1 | -0.1
19 | Cc1cc(NC(=O)CCN2C(=O)C3C4CCC(C4)C3C2=O)c(C)cc1Br (configuration not stated) | -2 | 16 | 24 | -3 | -3.1
20 | CC1(C)C2C/C(=N\O)C(C)(/[N+]([O-])=C/c3cccc([N+](=O)[O-])c3)CC21 (configuration not stated) | 4 | · | 15 | -4 | 0.0
21 | O=C(C[n+]1ccc(-c2nnc3n2CCCCC3)cc1)c1ccc(Cl)cc1 | -1 | 7 | 6 | 10 | -0.9
22 | CC(C)(C)OC(=O)N1CCC(C(=O)N2CCC[C@H]2C(=O)O)CC1 | -1 | -3 | -1 | -4 | 0.0
23 | CCOc1ccc(CNCCNC(=O)c2nonc2N)cc1 | 1 | · | -15 | -2 | 0.1
24 | C=CCn1c(=N)c(C(=O)NCCCOC)cc2c(=O)n3ccccc3nc21 | -6 | i | -4 | -4 | -2.2
25 | COc1cc(CNCc2ccncc2)cc(Br)c1OCc1ccccc1F | -2 | 4 | 4 | -5 | -0.9
26 | O=C(NCCN1C(=O)S/C(=C\c2ccc(OC(F)F)cc2)C1=O)c1cnccn1 | 3 | -1 | -1 | -3 | -0.5
27 | CC(C)(C)NC(=O)Cn1nnc(-c2ccc(S(C)(=O)=O)cc2)n1 | -1 | -2 | · | 3 | -0.6
28 | CCN1C(=O)N(C)C(N(O)C(=O)NC)C1(C)C (configuration not stated) | · | 2 | -7 | -2 | -1.4
29 | CN(C)S(=O)(=O)c1cc(NC(=O)CN2CCN(c3ccccc3F)CC2)ccc1Cl | 7 | -12 | 11 | 4 | -1.0
30 | COc1ccc(CCNC(=O)CSc2ccccc2)cc1OC | -1 | -1 | 3 | -1 | -0.4

entry | CAL PDZ FP-2 | PfHsp90 set2 | MITF TRPM1 HTS | PvdQ acylase | SR-BI DiI-HDL act
16 | 1 | 13 | -8 | -10 | 8
17 | -3 | -12 | 3 | -11 | -2
18 | -3 | 17 | -4 | -18 | 15
19 | 1 | · | · | 5 | -24
20 | -3 | 1 | 5 | -3 | -15
21 | 4 | -15 | 6 | 5 | -6
22 | -3 | 15 | 9 | -11 | 1
23 | -4 | 9 | 1 | -12 | 15
24 | 3 | -30 | 9 | -23 | 4
25 | 0 | 29 | -21 | -7 | -4
26 | -3 | -11 | -20 | 2 | 1
27 | -3 | -34 | · | 2 | ·
28 | 0 | 9 | -3 | -11 | 7
29 | -2 | 7 | 6 | -4 | -11
30 | -1 | -4 | 1 | -10 | -3

Other compounds
entry | mol | NSD2 HMT inh | Rtt109 HAT inh | SR-BI DiI inh | dFosB activator | CAL PDZ FP-1
31 | CCCN(CCC)c1nc(-c2ccccn2)nc2ccccc12 | 24 | -4 | 22 | -9 | ·
32 | Cc1ccccc1NC(=O)NC1(C(=O)N2CCC(C(N)=O)CC2)CCCCC1 | -2 | -9 | -16 | 9 | -1.7
33 | O=C(CSc1nncs1)Nc1ccc(S(=O)(=O)N2CCCC2)cc1 | -3 | -14 | 11 | 0 | -0.6
34 | Cc1cc(C)nc(NC(=O)C2c3ccccc3Oc3ccccc32)n1 | -6 | 6 | -22 | -7 | -1.4
35 | Cc1ccc(NC(=S)N/N=C2\CC3CC=CC23)c(C)c1 (configuration not stated) | 2 | 6 | 7 | -12 | -0.4
36 | CCOc1ccccc1/C=C/c1nc2ccccc2[nH]c1=O | · | 7 | 52 | -10 | -1.0
37 | COCCN(Cc1cc2ccc(C)cc2[nH]c1=O)S(=O)(=O)c1ccccc1 | 0 | -5 | · | -6 | -0.7
38 | O=C(CCC1CCCN(C(=O)c2ccc(F)c(F)c2)C1)N1CCN(c2ccccn2)CC1 (configuration not stated) | 1 | 1 | 21 | -2 | -1.1
39 | O=C(O)c1ccccc1C(=O)NCc1c(Cl)cccc1Sc1ccc(Cl)cc1 | 0 | -3 | -15 | 5 | ·
40 | O=C1NC(=S)S/C1=C\c1ccc(SCc2ccco2)o1 | · | 4 | -14 | -15 | -1.0
41 | CCN(CC)CCOC(=O)c1cc(Cl)c(N)cc1OC | · | 1 | 14 | 7 | -1.5
42 | O=C(Cc1ccccc1F)Nc1cc(S(=O)(=O)N2CCCC2)ccc1Cl | -1 | 18 | 12 | 5 | 0.2
43 | Cc1ccn2cc(C(=O)NCc3ccco3)nc2c1 | 1 | -6 | -19 | -12 | -5.0
44 | COCCCn1c(SCC(=O)NC2CCCCC2)nnc1-c1ccncc1 | 2 | · | -12 | 5 | -1.3
45 | CN1C(=O)c2ccccc2C(C(=O)O)C1c1cccc(F)c1 (configuration not stated) | 0 | -1 | -26 | -2 | ·

entry | CAL PDZ FP-2 | PfHsp90 set2 | MITF TRPM1 HTS | PvdQ acylase | SR-BI DiI-HDL act
31 | -5 | -4 | -43 | 1 | -22
32 | -3 | -9 | -1 | -12 | 16
33 | 8 | · | 7 | -12 | -11
34 | 3 | -40 | -6 | -10 | 22
35 | · | 12 | -6 | 8 | -7
36 | 1 | -10 | · | -12 | -52
37 | · | 25 | -12 | -7 | ·
38 | -3 | 6 | 3 | 0 | -21
39 | -4 | 1 | -10 | 27 | 15
40 | -2 | -25 | -11 | -9 | 14
41 | -2 | 7 | 2 | -20 | -14
42 | -10 | · | -7 | 2 | -12
43 | 1 | 8 | 23 | -4 | 19
44 | -4 | · | · | 5 | 12
45 | -3 | -1 | -8 | -23 | 26

Other entries.
entry | mol | NSD2 HMT inh | Rtt109 HAT inh | SR-BI DiI inh | dFosB activator | CAL PDZ FP-1
46 | O=C1CCCCC/C1=N/Nc1ccc(OCc2ccccc2)cc1 | 3 | -2 | 19 | -2 | -0.9
47 | CCOc1ccc(NC(=O)NC2CCS(=O)(=O)C2)cc1 (configuration not stated) | -11 | -1 | -8 | -2 | 0.3
48 | Cn1nc(OCc2ccccc2)ccc1=O | -1 | 3 | -18 | 2 | ·
49 | Cc1cccc(-c2n[nH]c(=S)n2-c2ccccc2)c1[N+](=O)[O-] | -1 | 8 | -22 | -8 | -0.6

entry | CAL PDZ FP-2 | PfHsp90 set2 | MITF TRPM1 HTS | PvdQ acylase | SR-BI DiI-HDL act
46 | · | 7 | · | 6 | -19
47 | -5 | -7 | -1 | -22 | 8
48 | -1 | · | · | -5 | 18
49 | -3 | -28 | -3 | -16 | 22

From PubChem BioAssay
